Compound activity (PubChem)
APP 5'UTR act = APP 5'UTR luciferase reporter activation; SH-SY5Y APP 5'UTR luciferase reporter, luminescence; zero percent = DMSO vehicle wells; activation, % at 2 µM; actives 1% (n = 190,000); AID 1276;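 active = activation above a set limit, based on mean plus 3 SD of controls, cut at about 140% in these data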; also: values of inactives mirror those of a sister screen read the other way
Diaphorase inh = diaphorase inhibition or chemical oxidation counter-screen; inhibition, % at 20 µM; actives 0.69% (n = 190,000); diaphorase resazurin-to-resorufin fluorescence, NADH, 16 min; bacterial (C. kluyveri) enzyme, not human;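 active = primary screen inhibition at 20 µM above a set limit, cut at about 50% in these data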;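 also: plate controls were DMSO with full reaction for no effect and wells lacking NADH for full effect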
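Test system: diaphorase enzyme from Clostridium kluyveri; amount: diaphorase at 0.14 U/mL in enzyme working solution; detection: fluorescence of resorufin formed from resazurin, Ex 544/Em 590 nm; times: reaction incubation of 16 min at room temperature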
FLuc inh counter = counter-screen for luciferase assay inhibitors: firefly luciferase inhibition. P08659. ATPLite firefly luciferase biochemical luminescence, 10 min. inhibition, % at 10 µM. actives 1.5% (n = 200,000);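 active = inhibition above about 50% when tested at 10 µM, limit read from the data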
STAT1 activator = activators of IFN-gamma induced STAT1 signaling | NIH 3T3 STAT1-luciferase reporter, luminescence; 100% = IFN-gamma alone, no compound | activation (% of control), % at 5.5 µM | actives 2.6% (n = 200,000) | AID 932;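 active = activation above the screen-wide mean activation plus 3 SD, cut at about 130% in these data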;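 also: raw ratio to IFN-gamma control signal so 100% means no change and 0% no light; values of inactives mirror those of a sister screen read the other way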
TLR4 MyD88 comp = TLR4-MyD88 interaction inhibition in cells. inhibition, % at 8.4 µM. HeLa CL3-4 TLR4/MyD88 BLA complementation, FRET ratio. actives 0.18% (n = 200,000). AID 861; in the data active = inhibition above about 25%;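 also: 0% = vehicle and 100% = reference inhibitor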
Target sequence (O00206 whole entry, looked up): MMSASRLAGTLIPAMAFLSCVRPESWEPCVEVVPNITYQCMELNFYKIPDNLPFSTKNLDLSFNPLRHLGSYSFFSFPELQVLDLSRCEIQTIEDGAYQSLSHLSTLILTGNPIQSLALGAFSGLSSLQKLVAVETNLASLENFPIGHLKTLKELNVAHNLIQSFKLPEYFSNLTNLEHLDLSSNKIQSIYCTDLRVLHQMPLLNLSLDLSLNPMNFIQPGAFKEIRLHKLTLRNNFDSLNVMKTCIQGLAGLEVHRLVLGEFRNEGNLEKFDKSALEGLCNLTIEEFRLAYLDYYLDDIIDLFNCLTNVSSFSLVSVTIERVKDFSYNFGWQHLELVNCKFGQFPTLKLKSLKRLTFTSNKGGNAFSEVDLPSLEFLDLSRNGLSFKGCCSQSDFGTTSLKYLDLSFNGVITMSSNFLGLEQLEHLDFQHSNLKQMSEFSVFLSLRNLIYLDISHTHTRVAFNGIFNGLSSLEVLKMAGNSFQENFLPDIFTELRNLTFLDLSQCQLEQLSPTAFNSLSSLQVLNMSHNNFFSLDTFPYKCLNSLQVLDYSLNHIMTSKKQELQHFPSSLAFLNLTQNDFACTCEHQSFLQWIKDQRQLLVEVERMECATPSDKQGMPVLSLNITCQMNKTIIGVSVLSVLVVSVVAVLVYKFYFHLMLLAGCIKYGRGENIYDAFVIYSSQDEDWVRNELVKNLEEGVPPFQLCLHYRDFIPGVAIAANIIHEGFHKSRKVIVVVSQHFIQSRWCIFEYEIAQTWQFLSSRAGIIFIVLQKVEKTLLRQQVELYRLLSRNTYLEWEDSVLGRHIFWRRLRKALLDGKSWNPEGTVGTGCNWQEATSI
Target sequence (Q99836 whole entry, looked up): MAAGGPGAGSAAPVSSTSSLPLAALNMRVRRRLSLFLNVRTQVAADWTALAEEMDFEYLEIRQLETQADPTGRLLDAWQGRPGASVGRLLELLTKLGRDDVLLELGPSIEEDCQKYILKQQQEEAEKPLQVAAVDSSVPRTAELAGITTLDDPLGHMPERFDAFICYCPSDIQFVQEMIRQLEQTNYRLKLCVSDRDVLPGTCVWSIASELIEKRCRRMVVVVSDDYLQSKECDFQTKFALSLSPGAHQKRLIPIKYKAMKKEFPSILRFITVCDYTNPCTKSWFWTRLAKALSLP
FLuc stim CS = affects firefly luciferase, flagging false hits in luciferase stimulation screens; P08659; ATPlite luciferase biochemical, luminescence, 10 min; 0 = ATP-free wells, 1 = DMSO control; activation factor at 10 µM; 200,000 tested, under 10 active;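 active = luciferase activation factor, scaled between plate controls, of at least 2 with compound at 10 µM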
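test system = cell-free luciferase reagent | medium = PBS as buffer for the ATP substrate | dosing = test compounds dosed from 2 mM stocks in 100% DMSO | incubation = 10 min at ambient temperature | detection = luminescence measurement of luciferase light output | benchmarks = low control with PBS replacing ATP, high control enzyme plus ATP without compound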
NF-kB neuron act = NF-kB expression increase, human neuronal cells; actives 1.6% (n = 190,000); fold change at 12.5 µM; NF-kB reporter expression; stronger effect = higher value; in the data active = fold change above about 3.3
G6PDH CS = L. mesenteroides G6PDH inhibition counter-screen; Purified L. mesenteroides G6PDH, diaphorase/resazurin coupled fluorescence, 45 min; inhibition, % at 5 µM; actives 0.12% (n = 200,000); AID 1020; in the data active = inhibition above about 50%
APP transl inh = APP translation inhibition. inhibition, % at 2 µM. SH-SY5Y APP 5'UTR-luciferase reporter, luminescence. actives 0.82% (n = 190,000);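 active = inhibition above a set limit, derived from the sample mean plus 3 SD, cut at about 45% in these data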; also: values of inactives mirror those of a sister screen read the other way
Diaph act CS = activates diaphorase or chemically reduces, flagging diaphorase assay artifacts; Diaphorase/resazurin coupled assay, resorufin fluorescence, 16 min; stronger effect = higher value; 1 = vehicle wells, 0 = NADH-free wells; activation factor at 20 µM; actives 0.005% (n = 190,000);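 active = diaphorase activity raised at least twofold by the compound at 20 µM; inactive = activation factor below 2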
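Material: purified diaphorase enzyme from Clostridium kluyveri / Medium: HEPES pH 7.4 buffer with MgCl2 and Tween 20 / Schedule: enzyme reaction of 16 min at room temperature / Measured by: resorufin fluorescence, excitation 544 nm, emission 590 nm / Evaluation: rise in resorufin formation, marking diaphorase activation or chemical reduction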
* hit, by the source's call.

molecule	APP 5'UTR act	Diaphorase inh	FLuc inh counter	STAT1 activator	TLR4 MyD88 comp	FLuc stim CS	NF-kB neuron act	G6PDH CS	APP transl inh	Diaph act CS
O=C(O)C1=C[C@@H](c2csc3ccccc23)C[C@@H](OCc2ccc(CO)cc2)O1	-10.9	3.2	-2.2	101.9	-14.5	1	1.18	11.9	10.9	1
COC(=O)C1=C(C)C(c2cccs2)NC(=O)N1C (centres undefined)	-5.3	10.7	-8.5	95.0	5.5	1.1	1.05	4.3	5.3	0.9
O=C(CCS(=O)(=O)c1cccc2nonc12)NCCc1ccccc1Cl	-10.8	19.9	-6.2	93.4	10.3	1.1	0.91	5.2	10.8	0.8
Cc1nnc(SCC(=O)N2CCOCC2)s1	7.6	6.2	-0.6	106.4	7.2	1	1.08	-2.9	-7.6	0.9
N/C(=N\OC(=O)c1ccc2ccccc2c1)c1ccc(Br)cc1	11.1	-6.7	-0.6	105.2	-5.7	1	1.1	-1.3	-11.1	1.1
Cc1c(C)c2cc(Cl)c(O)c(CN3CCCC(C)C3)c2oc1=O (centres undefined)	-1.5	25.6	-2.9	101.0	-1.1	1	1.14	25.6	1.5	0.7
O=C(OCc1c(F)cccc1Cl)c1cnccn1	-9.3	13.2	-8.1	98.6	6.0	1.1	1.03	2.4	9.3	0.9
CC(=O)Nc1ccc(S(=O)(=O)NCC(CCC(=O)O)C(F)(F)F)cc1 (centres undefined)	4.7	4.1	-8.4	98.4	-19.4	1.1	1.05	1.6	-4.7	1
COC(=O)COc1ccc(S(=O)(=O)N2CCc3ccccc3C2)cc1	8.2	0.0	-7.5	99.1	-0.2	1.1	1.12	5.5	-8.2	1
c1ccc(Cn2nnnc2CN2CCN(Cc3ccc4c(c3)OCO4)CC2)cc1	-1.5	8.0	-8.2	98.7	-7.8	1.1	1.25	7.6	1.5	0.9
CCOC(=O)c1ccccc1N/C=C1\CCCCC1=O	-17.2	3.2	-0.9	104.0	-10.1	1	0.87	3.4	17.2	1
CCn1c2ccccc2c2cc(NC(=O)COC(=O)c3cc(S(=O)(=O)N4CCCCC4)ccc3Cl)ccc21	12.9	7.6	-3.8	95.0	-10.2	1	0.97	2.2	-12.9	0.9

(cont.)
molecule	APP 5'UTR act	Diaphorase inh	FLuc inh counter	STAT1 activator	TLR4 MyD88 comp	FLuc stim CS	NF-kB neuron act	G6PDH CS	APP transl inh	Diaph act CS
CC(C)N(C(=O)COC(=O)CNC(=O)c1ccc(Br)cc1)c1ccccc1	-38.5	5.5	-5.8	106.9	6.3	1.1	1	3.1	38.5	0.9
CCCCCC(=O)Nc1ccc(S(=O)(=O)Nc2nccnc2OC)cc1	-13.0	7.2	-0.8	96.2	1.0	1	1.04	3.8	13.0	0.9
CCOC(=O)CN1C(=O)C(Sc2n[nH]c(-c3ccccc3)n2)CCc2ccccc21 (centres undefined)	13.1	21.2	-3.7	100.5	2.7	1	0.78	-1.6	-13.1	0.8
CCCN(CC(=O)Nc1ccc(OC)c(OC)c1)CC(=O)Nc1ccc(F)c(F)c1F	-3.6	5.2	8.5	110.1	0.2	0.9	1.14	9.8	3.6	0.9
O=C(O)CN1C(=O)c2ccc(Oc3cccc4c3C(=O)N(CC(=O)O)C4=O)cc2C1=O	-14.8	12.9	-5.7	96.7	2.0	1.1	1.24	1.3	14.8	0.9
COc1ccc(CSCCc2n[nH]c(=S)n2-c2ccccc2)cc1C	1.3	21.6	4.0	98.4	-6.7	1	1.29	2.4	-1.3	0.8
CCSc1nnc(NC(=O)/C=C/c2ccco2)s1	13.0	2.9	-5.5	124.4	1.5	1.1	1.7	3.6	-13.0	1
O=C(Nc1ccc(Cl)cc1C(=O)NCC1CCCO1)c1ccc(Cl)cc1Cl (centres undefined)	17.8	12.1	-2.8	86.6	-4.8	1	0.93	-21.7	-17.8	0.9
O=C(Nc1ccc2nccnc2c1)c1cnccn1	-0.2	9.3	4.6	112.6	2.7	1	1.57	-0.3	0.2	0.9
CC(=O)c1c(N2CCOCC2)nc(=S)n(Cc2ccccc2)c1C	6.8	4.6	-3.9	95.3	-9.7	1	1.02	25.8	-6.8	1
CCOC(=O)c1ccc(N=c2scc(C)n2CC)cc1	89.5	9.2	14.5	124.5	-13.5	0.9	4.26*	-1.4	-89.5	0.9
O=C(O)c1ccccc1-c1nc2ccccc2c(=O)n1O	0.8	13.8	-6.4	107.0	3.4	1.1	1.12	9.2	-0.8	0.9

Carrying on.
molecule	APP 5'UTR act	Diaphorase inh	FLuc inh counter	STAT1 activator	TLR4 MyD88 comp	FLuc stim CS	NF-kB neuron act	G6PDH CS	APP transl inh	Diaph act CS
Cc1ccccc1C(=O)Nc1cccc(-c2nnc(SCC(=O)O)n2C)c1	1.3	6.4	-4.3	99.4	4.2	1	0.96	15.2	-1.3	0.9
O=S(=O)(NCc1ccncc1)c1ccc(S(=O)(=O)NCC2CCCO2)cc1 (centres undefined)	-4.0	8.3	-10.0	83.7	-0.1	1.1	0.88	0.0	4.0	0.9
O=C1CC(c2ccccc2)CC2=C1C=Nc1ccccc1N2 (centres undefined)	-0.6	3.9	-2.8	84.3	0.5	1	0.59	-2.3	0.6	1
COc1ccc(CCNC(=O)c2ccc3c(=O)n(Cc4ccco4)c(=S)[nH]c3c2)cc1OC	0.8	51.1*	-6.8	100.2	6.0	1.1	1.02	1.0	-0.8	0.5
CCC(CO)Nc1ccc(-c2nn(C)c(=O)c3ccccc23)cc1[N+](=O)[O-] (centres undefined)	12.5	10.4	-4.5	90.1	-6.7	1	1.01	7.1	-12.5	0.9
Cc1ccc(C(=O)COC(=O)CNC(=O)CNC(=O)c2ccc(C)cc2)cc1	-10.4	-6.3	8.1	96.8	-4.7	0.9	1.19	15.0	10.4	1.1
N=C1C(c2nc3ccccc3s2)=C(O)CN1Cc1ccco1	103.4	12.0	-0.6	124.6	-4.5	1	2.3	-2.7	-103.4	0.9
CCOC(=O)N1CCN(C(=O)c2ccc(-n3c(=S)[nH]c4ccccc4c3=O)cc2)CC1	9.0	28.4	-9.8	49.0	8.4	1.1	0.87	2.5	-9.0	0.7
COc1ccc(NC(=S)NNC(=O)c2ccccc2OC(F)F)cc1	-25.8	-2.4	2.6	102.7	-0.9	1	1.21	4.7	25.8	1
Cc1cc(C)nc(SCC(=O)Nc2ccccc2[N+](=O)[O-])n1	-3.8	0.2	-7.8	96.0	2.0	1.1	1.23	-0.9	3.7	1
O=C(COC(=O)c1ccc(O)cc1)Nc1cc(C(F)(F)F)ccc1Cl	-18.4	12.5	-1.4	98.2	-4.1	1	0.85	3.4	18.4	0.9
CCOc1ccc(CCNS(=O)(=O)c2ccc3c(c2)NC(=O)CC(=O)N3)cc1OCC	20.3	-1.0	-8.3	102.3	15.4	1.1	0.99	2.3	-20.3	1

Reformatted: 3 of the compounds above
Second line of a record: APP 5'UTR act, Diaphorase inh, FLuc inh counter, STAT1 activator, TLR4 MyD88 comp, FLuc stim CS, NF-kB neuron act, G6PDH CS, APP transl inh, Diaph act CS
- Cc1ccc(C(=O)COC(=O)CNC(=O)CNC(=O)c2ccc(C)cc2)cc1
    -10.4, -6.3, 8.1, 96.8, -4.7, 0.9, 1.19, 15.0, 10.4, 1.1
- N=C1C(c2nc3ccccc3s2)=C(O)CN1Cc1ccco1
    103.4, 12.0, -0.6, 124.6, -4.5, 1, 2.3, -2.7, -103.4, 0.9
- CCOC(=O)N1CCN(C(=O)c2ccc(-n3c(=S)[nH]c4ccccc4c3=O)cc2)CC1
    9.0, 28.4, -9.8, 49.0, 8.4, 1.1, 0.87, 2.5, -9.0, 0.7

(listing goes on)
molecule	APP 5'UTR act	Diaphorase inh	FLuc inh counter	STAT1 activator	TLR4 MyD88 comp	FLuc stim CS	NF-kB neuron act	G6PDH CS	APP transl inh	Diaph act CS
Cc1ccc2[nH]c(=O)c(CN(Cc3ccco3)C(=O)c3ccncc3)cc2c1	-10.1	9.4	-6.8	95.7	4.2	1.1	0.73	3.3	10.1	0.9
CCN(C(=O)CSc1nnc(-c2ccccc2)n1C)C1CCS(=O)(=O)C1 (centres undefined)	14.4	-11.3	2.5	100.1	-10.9	1	1.07	6.5	-14.4	1.1
CNC(=O)NC(=S)NC(=O)c1ccc(OC)cc1	21.8	10.9	32.2	103.6	2.6	0.7	1.85	7.9	-21.8	0.9
Nc1cc(=O)[nH]c(N2CCN(c3ccccc3)CC2)n1	0.3	0.0	-5.7	103.2	-5.0	1.1	0.96	12.0	-0.3	1
CN(C)c1nc(NCc2ccccc2)nc(N/N=C/c2ccc3c(c2)OCO3)n1	-2.5	12.2	-2.7	108.5	-5.9	1	1.01	-10.8	2.5	0.9
COc1ccc(OC)c(NS(=O)(=O)c2cccs2)c1	6.4	5.5	-10.7	111.4	-11.6	1.1	1.05	6.6	-6.4	0.9
COCCN(C(=S)Nc1cccc(C)c1)C(C)c1cccnc1 (centres undefined)	-5.8	3.1	-0.7	104.4	8.2	1	0.88	4.3	5.8	1
Cc1nn(CCC#N)c(NC(=O)c2ccccc2)c1P(=O)(Nc1ccc(Br)cc1)N1CCOCC1 (centres undefined)	6.8	4.0	7.3	108.8	-5.3	0.9	0.97	10.0	-6.8	1
O=C1CC(N2CCN(Cc3ccc4c(c3)OCO4)CC2)C(=O)N1c1ccccc1 (centres undefined)	11.7	-6.5	-3.5	106.8	2.6	1	1.1	-1.5	-11.7	1.1
Cc1c(Br)cc(C(=O)N2CCN(CCO)CC2)c(C)c1C	7.1	15.4	-0.3	96.5	-0.1	1	1.43	13.3	-7.1	0.8
CCOc1ccc(NC(=O)CSc2nc3cccnc3n2CC)cc1	-0.7	10.2	-8.7	100.2	-2.5	1.1	0.87	-17.3	0.7	0.9
CCN(CC)c1ccc(C2C3CCCCC3(O)CCN2CC(=O)Nc2ccccc2)cc1 (centres undefined)	-4.6	15.1	-3.0	94.2	15.3	1	0.83	-5.6	4.6	0.8
